Screening data: PubChem, several laboratories
GPR55 activation: GPR55 agonists via beta-arrestin recruitment, primary screen, imaging, U2OS cells, beta-arrestin-GFP redistribution (AID 1961) | U2OS GPR55 beta-arrestin-GFP redistribution imaging; higher % means a stronger effect | activation, % at 10 µM, or EC50 in µM where a hit was titrated | 290,000 tested, 0.048% active;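 active = activation above 40% with more than 50 cells counted in the well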;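 note: U2OS osteosarcoma cells stably expressing GPR55 and beta-arrestin-GFP; plate controls were DMSO negative control for no effect and LPI positive control for full effect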
ER stress rescue: rescue of cells from ER stress-induced death, primary screen, 384-well, CSM14.1, thapsigargin, ATP luminescence (AID 1222) | CSM14.1 thapsigargin-induced death rescue, ATP luminescence; higher % means a stronger effect | cellular ATP content (survival), % at 20 µM; hits with a dose series show EC50 in µM | 190,000 tested, under 10 active;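 active = EC50 below 50 µM in the dose-response confirmation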;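 note: death triggered by thapsigargin at about 15 µM added after 2 h compound pretreatment; cell ATP read after overnight thapsigargin exposure of roughly 18 to 22 hours; normalized against plate controls of thapsigargin alone and 5% DMSO vehicle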
NOD1 inhibition: NOD1 signaling inhibitors, primary screen, cell-based, luminescence, uHTS (AID 1578); NOD1-driven NF-kB luciferase reporter cells, luminescence; higher % means a stronger effect; one-dose inhibition, % at 4 µM; EC50 in µM for titrated hits; 290,000 tested, 1% active; in the data active = inhibition mostly above about 36%, no sharp cut-off; inactive = mostly below about 34%;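 note: HEK-293T reporter cells stimulated with the NOD1 agonist gamma-tri-DAP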
NOD2 inhibition: NOD2 signaling inhibitors, cell-based, luminescence, uHTS, HEK293 (AID 1566). inhibition, % at 4 µM, or EC50 in µM where a hit was titrated. 290,000 tested, 0.63% active. HEK293 NOD2/NF-kB luciferase reporter, luminescence; higher % means a stronger effect; note: many of its hits are not listed in these tables
KOR beta-arrestin-1: KOR agonists, beta-arrestin recruitment, primary screen, cell-based, luminescence, uHTS (AID 1777). KOR beta-arrestin recruitment, luminescence; higher % means a stronger effect. one-dose activation, % at 10 µM; EC50 in µM for titrated hits. 280,000 tested, 0.02% active; in the data active = activation above about 50%, passing the limit was not always enough; note: a part of the inactive calls stands beside numbers as strong as those of hits
NTR1 agonist: agonists of NTR1, primary screen, imaging, U2OS cells, beta-arrestin-GFP, high content (AID 493036). 330,000 tested, 0.17% active. NTR1-U2OS beta-arrestin-GFP spot imaging, agonist mode. P30989. activation, % at 20 µM;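 active = activation at or above 40% of the spot to cytoplasm intensity ratio, with at least 20 cells analyzed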;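 note: 0% = DMSO without peptide and 100% = 100 nM NTR1 peptide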
Target sequence (P30989 whole entry, looked up): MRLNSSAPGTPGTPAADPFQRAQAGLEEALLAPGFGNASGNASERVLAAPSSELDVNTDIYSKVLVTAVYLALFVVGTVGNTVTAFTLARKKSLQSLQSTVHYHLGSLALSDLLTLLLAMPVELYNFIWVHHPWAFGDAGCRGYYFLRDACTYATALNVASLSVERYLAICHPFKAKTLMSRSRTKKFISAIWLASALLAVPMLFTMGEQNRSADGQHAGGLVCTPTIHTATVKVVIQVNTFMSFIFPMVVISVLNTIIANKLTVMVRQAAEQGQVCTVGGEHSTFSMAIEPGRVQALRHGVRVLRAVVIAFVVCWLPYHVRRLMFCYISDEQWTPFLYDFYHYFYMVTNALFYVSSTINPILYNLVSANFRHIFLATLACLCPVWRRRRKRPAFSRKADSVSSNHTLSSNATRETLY
Yfh1-off respiration: enhancers of respiration in Yfh1-depleted yeast, dose response, Friedreich's ataxia, plus single-dose screen (AID 1465); 220,000 tested, 0.074% active; S. cerevisiae Yfh1-off respiration, WST-1 reduction, 72 h; higher fold induction means a stronger effect; fold induction at 50 µM, or EC50 in µM where a hit was titrated;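 active = fold induction of absorbance versus untreated yeast above a set limit, then at least 30% activation at any dose in follow-up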;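 note: activators that raise dye reduction in frataxin-depleted yeast; strong numbers were not always called active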
TNAP activation fold: human TNAP enzyme activators, primary screen, biochemical, luminescent, no phosphate acceptor, uHTS (AID 1001) | purified TNAP, luminescent activation assay, no phosphate acceptor; higher activation fold means a stronger effect | one-dose activation fold at 20 µM; EC50 in µM for titrated hits | 200,000 tested, 0.03% active; in the data active = activation fold from about 3, or a potency from the dose series; inactive = the rest, 99 in 100 with activation fold below about 1.6; note: many of its hits are not listed in these tables
KOR beta-arrestin-2: kappa opioid receptor blockers – cell-based, luminescence, uHTS (AID 1778). 290,000 tested, 0.091% active. inhibition, % at 10 µM, or IC50 in µM where a hit was titrated. KOR beta-arrestin recruitment, luminescence, antagonist mode; higher % means a stronger effect; note: strong numbers were not always called active
NTR1 agonist cell count 20 µM: also measured in NTR1 agonist; calls as there; cell count; measured here: cell count, cytotoxicity flag
* = called active by the depositor; i = inactive; nt = no result given; [ ] = remark or other dose. Cut-off read from the data, not from the text of the source, unless noted: active = inhibition above about 50%; inactive = the rest.

SMILES	GPR55 activation	ER stress rescue	NOD1 inhibition	NOD2 inhibition	KOR beta-arrestin-1	NTR1 agonist	NTR1 agonist cell count 20 µM	Yfh1-off respiration	TNAP activation fold	KOR beta-arrestin-2
C=CCn1cc(CN2CCC(C(=O)Nc3ccc(Oc4cccnc4)cc3)CC2)c(C)n1	-0.2%	nt	0.7%	31.1%	3.3%	-0.7	75	nt	nt	-17.1%
CCOCCCn1c(SCC(=O)Nc2ccc(C(N)=O)cc2)nc2ccccc2c1=O	0.6%	-1.8%	-6.6%	1.1%	0.1%	-1.5	96	i	1.1	5.2%
N/C(=N\OC(=O)COc1ccc(Br)cc1)c1cccnc1	0.1%	-7.9%	-19.7%	-12.0%	12.4%	-2.8	58	i	1	-6.4%
Cc1ccccc1-n1c([C@@H]2C[C@H]2c2ccccc2)n[nH]c1=S	-0.1%	nt	-12.6%	8.8%	9.8%	0.1	48	i	nt	14.1%
O=C(NCCN1C(=O)C2C3C=CC(C3)C2C1=O)Nc1ccccc1O (stereo not drawn)	-0.2%	-0.1%	-13.1%	3.8%	1.8%	3.8	51	i	1.2	-15.2%
CC(=O)Nc1ccc(-c2csc(NC(=O)Cc3ccccc3F)n2)cc1	0.7%	nt	-33.7%	-14.8%	-2.9%	0.4	65	nt	nt	8.8%
CCOC(=O)C(CSCC(=O)c1ccc(Cl)cc1Cl)NC(=O)OC(C)(C)C (stereo not drawn)	-0.1%	-0.5%	3.9%	2.0%	1.4%	2.0	58	i	1	10.2%
Nc1nnc(SCC(=O)c2ccco2)s1	-0.1%	0.4%	0.3%	15.7%	2.4%	-0.3	79	i	1.1	-3.1%
CCOc1ccc2nc(SCC(=O)NCc3ccc(OC)cc3)[nH]c2c1	0.0%	nt	-0.8%	2.2%	6.7%	-0.7	84	nt	nt	-19.5%
COCCCn1c(=O)/c(=C\c2ccccc2OC(F)F)s/c1=C(/C#N)C(N)=O	0.0%	-0.8%	-5.0%	-0.8%	29.7%	3.2	31	i	1.1	-1.0%
CO/N=C/C(=N\Nc1ccc(C)cc1)C(=O)c1ccc(OC)cc1	-0.1%	-1.1%	6.1%	3.8%	-2.5%	1.4	43	i	1	-5.7%
Cc1ccc(NC(=O)Cn2nnc3ccccc32)c(C)c1	0.2%	0.1%	-16.7%	5.3%	-4.5%	0.7	40	i	1	0.0%
Cc1cccc(NC(=S)NCc2ccc3c(c2)cc(C)n3C)c1C	-0.1%	-2.7%	-9.6%	-13.9%	1.2%	1.2	81	i	1.1	-221.2%[20 µM]
COc1ccc(OC)c(CCNC(=O)Cc2ccc(NC3=NC4CS(=O)(=O)CC4S3)cc2)c1 (stereo not drawn)	-0.1%	nt	-11.3%	6.0%	-2.7%	0.9	49	nt	nt	-11.9%[20 µM]
C(=N\Nc1nc2ccccc2[nH]1)/c1ccncc1	-0.4%	-1.6%	-22.0%	3.6%	-4.0%	-1.2	99	i	1	-4.0%
O=C(CC(C(=O)O)C1CCCO1)NCCc1ccc2c(c1)OCO2 (stereo not drawn)	-0.2%	0.1%	-4.2%	20.7%	-3.1%	2.7	62	i	1.1	18.0%
COc1ccc(/C=N/NC(=O)c2nc(-c3ccccc3)n(-c3ccccc3)n2)cc1	-0.6%	-3.0%	-36.4%	7.1%	-6.2%	5.7	48	i	1	25.3%
CCc1nnc(NC(=O)CCc2ccc(C)o2)s1	-0.1%	0.1%	-10.7%	4.6%	-3.0%	2.7	63	i	1.1	-19.2%
COc1cccc(S(=O)(=O)Nc2noc3ccccc23)c1	0.0%	nt	-3.0%	10.8%	-4.4%	0.8	48	nt	nt	-7.1%
COc1cccc(CNC(=O)c2ccc(NC(=O)C3=CSCCO3)cc2)c1	-0.4%	nt	-49.0%	-12.7%	4.3%	-0.8	50	nt	nt	-14.3%
CCc1cc(C(=O)COc2ccc(F)cc2)c(O)cc1O	-0.3%	0.2%	-27.9%	-5.3%	-0.2%	4.4	55	i	1.1	-14.2%
Cc1ccc(C(=O)N2N=C(c3ccc(Br)cc3)CC2c2ccccc2O)cc1 (stereo not drawn)	-0.2%	nt	-60.3%	7.8%	-0.7%	15.4	54	nt	nt	-5.3%
COc1cc(OC)c(C=O)c(OC(=O)N2CCOCC2)c1	-0.2%	nt	45.5%	7.8%	5.4%	-1.5	64	nt	nt	-30.7%[20 µM]
N#Cc1ccc(C(=O)NCC(c2ccco2)N2CCCC2)cc1 (stereo not drawn)	0.2%	-1.3%	-0.2%	6.9%	-0.4%	1.8	61	i	1.1	-19.1%
Cn1c(NC(=O)c2ccc(F)c(F)c2)cc(=O)n(C)c1=O	10.6%	nt	10.2%	3.6%	-3.6%	-0.7	96	i	1.1	9.7%
Cc1ccc(OCC(=O)Nc2nnc(S(=O)(=O)N3CCC(C)CC3)s2)cc1	-0.1%	nt	-0.4%	9.1%	-0.5%	-0.5	64	nt	nt	-30.4%
COC(=O)c1cc(S(=O)(=O)N(C)C2CCCCC2)c[nH]1	-0.2%	nt	-14.3%	8.4%	-0.8%	3.0	54	nt	nt	-21.5%
CC(=O)Nc1nonc1-c1nc2ccccc2n1Cc1ccccn1	-0.2%	0.5%	-30.5%	-13.2%	5.2%	-0.5	72	i	1.1	-21.1%

Another view of four compounds above.
compound: COc1cccc(CNC(=O)c2ccc(NC(=O)C3=CSCCO3)cc2)c1
  GPR55 activation: -0.4% | ER stress rescue: nt | NOD1 inhibition: -49.0% | NOD2 inhibition: -12.7% | KOR beta-arrestin-1: 4.3% | NTR1 agonist: -0.8 | NTR1 agonist cell count 20 µM: 50 | Yfh1-off respiration: nt | TNAP activation fold: nt | KOR beta-arrestin-2: -14.3%

compound: Cc1ccc(OCC(=O)Nc2nnc(S(=O)(=O)N3CCC(C)CC3)s2)cc1
  GPR55 activation: -0.1% | ER stress rescue: nt | NOD1 inhibition: -0.4% | NOD2 inhibition: 9.1% | KOR beta-arrestin-1: -0.5% | NTR1 agonist: -0.5 | NTR1 agonist cell count 20 µM: 64 | Yfh1-off respiration: nt | TNAP activation fold: nt | KOR beta-arrestin-2: -30.4%

compound: COc1cccc(S(=O)(=O)Nc2noc3ccccc23)c1
  GPR55 activation: 0.0% | ER stress rescue: nt | NOD1 inhibition: -3.0% | NOD2 inhibition: 10.8% | KOR beta-arrestin-1: -4.4% | NTR1 agonist: 0.8 | NTR1 agonist cell count 20 µM: 48 | Yfh1-off respiration: nt | TNAP activation fold: nt | KOR beta-arrestin-2: -7.1%

compound: COc1ccc(/C=N/NC(=O)c2nc(-c3ccccc3)n(-c3ccccc3)n2)cc1
  GPR55 activation: -0.6% | ER stress rescue: -3.0% | NOD1 inhibition: -36.4% | NOD2 inhibition: 7.1% | KOR beta-arrestin-1: -6.2% | NTR1 agonist: 5.7 | NTR1 agonist cell count 20 µM: 48 | Yfh1-off respiration: i | TNAP activation fold: 1 | KOR beta-arrestin-2: 25.3%

Whole records from above. Order of screens: GPR55 activation | ER stress rescue | NOD1 inhibition | NOD2 inhibition | KOR beta-arrestin-1 | NTR1 agonist | NTR1 agonist cell count 20 µM | Yfh1-off respiration | TNAP activation fold | KOR beta-arrestin-2
Profile of COc1ccc(/C=N/NC(=O)c2nc(-c3ccccc3)n(-c3ccccc3)n2)cc1 → -0.6% | -3.0% | -36.4% | 7.1% | -6.2% | 5.7 | 48 | i | 1 | 25.3%
Profile of COc1cc(OC)c(C=O)c(OC(=O)N2CCOCC2)c1 → -0.2% | nt | 45.5% | 7.8% | 5.4% | -1.5 | 64 | nt | nt | -30.7%[20 µM]
Profile of N/C(=N\OC(=O)COc1ccc(Br)cc1)c1cccnc1 → 0.1% | -7.9% | -19.7% | -12.0% | 12.4% | -2.8 | 58 | i | 1 | -6.4%

Not all compounds are listed. The share of hits here may be higher or lower than overall.
